# D2 antagonist: antagonists of human D2 dopamine receptor | P14416 | HEK293 TREx D2 cells, calcium flux, dopamine EC80 | inhibition, % at 10 µM | 340,000 compounds, 2% hits; in the data active means inhibition above about 30%; further: 0% is about no effect
# Target sequence (P14416 whole entry, looked up): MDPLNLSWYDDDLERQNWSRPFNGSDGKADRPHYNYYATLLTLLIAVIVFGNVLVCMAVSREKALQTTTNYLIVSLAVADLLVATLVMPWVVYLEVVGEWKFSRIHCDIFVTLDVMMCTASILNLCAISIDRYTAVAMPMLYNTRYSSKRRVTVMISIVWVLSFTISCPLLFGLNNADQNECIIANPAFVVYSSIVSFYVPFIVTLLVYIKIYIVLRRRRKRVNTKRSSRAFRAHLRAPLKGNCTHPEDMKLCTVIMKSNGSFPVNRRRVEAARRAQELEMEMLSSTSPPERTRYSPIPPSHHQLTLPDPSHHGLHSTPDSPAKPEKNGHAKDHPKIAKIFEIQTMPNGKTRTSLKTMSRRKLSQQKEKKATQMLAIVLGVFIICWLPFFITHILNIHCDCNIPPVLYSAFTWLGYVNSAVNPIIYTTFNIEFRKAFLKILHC
#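 Antagonism is scored as inhibition of an EC80 dopamine-evoked calcium signal in a force-coupled, tetracycline-inducible HEK293 T-REx D2 line, with compound present 180 s before agonist.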
# TRHR PAM: TRH receptor (human) allosteric enhancement. P34981. TRHR cells, fluo-8 calcium fluorescence, EC20 TRH enhancement. enhancement, % at 2 µM. 360,000 compounds, 0.66% hits; in the data active means enhancement above about 30%; further: 0% is about no effect
# Target sequence (P34981 whole entry, looked up): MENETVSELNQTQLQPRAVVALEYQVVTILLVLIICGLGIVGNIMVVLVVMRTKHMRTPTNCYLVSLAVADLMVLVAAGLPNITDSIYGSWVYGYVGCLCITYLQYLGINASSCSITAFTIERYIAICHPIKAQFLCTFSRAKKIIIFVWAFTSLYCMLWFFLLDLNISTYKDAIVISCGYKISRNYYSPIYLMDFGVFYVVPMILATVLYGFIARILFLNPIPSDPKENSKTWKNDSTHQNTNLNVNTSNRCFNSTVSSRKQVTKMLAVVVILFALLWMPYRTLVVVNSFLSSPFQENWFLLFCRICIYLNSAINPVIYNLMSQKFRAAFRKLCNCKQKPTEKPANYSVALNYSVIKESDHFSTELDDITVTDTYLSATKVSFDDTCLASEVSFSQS
#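 Enhancer read-out: after compound pinning and an initial kinetic agonist-mode read, an EC20 of TRH (10 nM final) was injected and fluo-8 calcium signal (Ex 480/Em 530) followed at 1 s/cycle for 100 cycles in TRHR-expressing cells.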
# D1 antag: blocks dopamine activation of the human D1 receptor; HEK293 TREx D1 cells, calcium flux, dopamine EC80; stronger effect = lower value; activity change, negative = inhibition, % at 10 µM; 360,000 compounds, 3.2% hits; P21728; AID 504652; in the data active means activity change below about -30%; further: on the % scale 0 is the no-effect control and ±100 the full control effect
#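 Cells carrying a force-coupled, tetracycline-inducible human D1 receptor report calcium flux. Each well gets a 10 s baseline, compound with 180 s monitoring, then an EC80 dopamine stimulus with a second 180 s kinetic read.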
# D1 ag: activates the human D1 dopamine receptor | HEK293 T-REx D1 cells, calcium flux, agonist mode | activation, % at 2 µM | 360,000 compounds, 1% hits | AID 504660; further: 0% is about no effect
#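 Tetracycline-induced HEK293 TREx D1 cells, force-coupled to calcium signalling, were dye-loaded with a no-wash calcium kit. Compound was pin-added after a 10 s baseline. Fluorescence was read kinetically at 1 cycle/s for 180 s, with calcium rises flagged as agonism.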
# TRHR agonist: TRH receptor (human) agonism; AID 493084; 360,000 compounds, 0.18% hits; TRHR cells, calcium flux fluo-8, FDSS agonist mode; activation, % at 2 µM; P34981; further: 0% is about no effect
#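 In this calcium-flux screen, cells bearing human TRHR are dye-loaded with fluo-8, baselined for 10 cycles, then exposed to library compounds; positive kinetic calcium responses during the agonist phase mark hits, with TRH as control.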
# D2 PAM: positively modulates the human D2 dopamine receptor allosterically; P14416; HEK293 T-REx D2, calcium flux, EC20 dopamine potentiation; potentiation, % at 10 µM; 340,000 compounds, 0.34% hits; AID 485347;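 active means potentiation over 3 SD above the plate norm, cut at about 30% in these data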; further: 0% is about no effect
#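 Potentiation of an EC20 dopamine calcium response is measured in a force-coupled, tetracycline-inducible Hek293 Trex D2 line. Compound-only kinetic reads over 180 s flag agonists before dopamine addition.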
# D2 ag: activates the human D2 dopamine receptor; activation, % at 2 µM; 340,000 compounds, 0.53% hits; HEK293 T-REx D2 cells, calcium flux agonist mode; AID 485358;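 active means activation over 3 SD above normal in the single-dose calcium agonist read, cut at about 30% in these data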; further: 0% is about no effect
#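 Agonism scored from kinetic calcium signal (1 read/sec, 180 s) following compound pin transfer, after a 10 s baseline. Cells: HEK293 Trex line expressing inducible D2 receptor coupled to calcium, dye-loaded after overnight culture at 30 C.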
# D1 potentiator: potentiators of human D1 dopamine receptor; P21728; HEK293 TREx D1 cells, calcium flux, dopamine EC20 potentiation; potentiation, % at 10 µM; 360,000 compounds, 0.036% hits; in the data active means potentiation above about 30%; further: 0% is about no effect
# RXFP1 antag: antagonists of human relaxin receptor RXFP1; HEK293-RXFP1, relaxin-stimulated cAMP HTRF, 30 min; stronger effect = lower value; activity change, negative = inhibition, % at 57.5 µM; AID 1259400; 350,000 compounds, 0.59% hits; Q9HBX9;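 active means activity change of -60% or lower, but not beyond a set lower limit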; further: on the % scale 0 is the no-effect control and ±100 the full control effect
# An asterisk follows results filed as active; . = no result given; & = joins results of further samples. Unless noted, no stated cut-off is given here; in the data, active means activation above about 30%; inactive means the rest.
SMILES,D2 antagonist,TRHR PAM,D1 antag,D1 ag,TRHR agonist,D2 PAM,D2 ag,D1 potentiator,RXFP1 antag
Cc1ccc(C(=O)COC(=O)c2cn(-c3ccccc3)nc2-c2ccccc2)cc1[N+](=O)[O-],-6,10,5,9,0.3,5,1.2,0,2
CSc1nc2c(cc1C#N)CCC2,.,0,0,0,0.0,.,.,0,3
CC1CCN(Cc2nnnn2CCCC(=O)N(C)C(C)c2ccccn2)CC1 (stereo not drawn),9,1,10,2,-0.4,6,1.6,0,0
O=c1c2cc(NC(=S)NC3CCCC3)ccc2nc2n1CCCCC2,20,4,13,2,-0.1,3,1.2,-5,9
O=c1c2c3c(sc2n2cnnc2n1-c1ccccc1)N(Cc1ccccc1)CCC3,-2,0,-10,0,0.3,-5,0.2,3,2
CCC1=C(OC(=O)N(CC)CC)N2C(=O)OC(=NCC3CC3)[C@]2(C)[C@H]2C1=CC[C@H]1C(=O)NC(=O)[C@H]12,22,-4,5,0,0.0,-13,-0.7,-2,.
O=C(CCS(=O)(=O)c1ccccc1Cl)NCCC1=CCCCC1,-13,18,-16,1,-1.1,3,-0.5,-4,-11
CSCCC(NC(=O)/C(=C/c1ccc2c(c1)OCO2)NC(=O)c1cccc([N+](=O)[O-])c1)C(=O)O (stereo not drawn),-5,4,-12,-1,0.2,-1,1.7,5,-6
COc1ccc(CN(Cc2cccn2C)S(=O)(=O)c2ccccc2)cc1,0,-4,-13,5,0.8,-4,-0.1,-1,3
CCN1CCN(c2nc3ccccc3n3cnnc23)CC1,-2,10,-7,1,0.0,9,-0.4,0,3
COC(=O)c1cc2occc2n1CC(=O)Nc1ccc(C(C)C)cc1,.,-3,-6,-1,-0.1,0,0.5,-3,2
Cc1c(C(=O)NC(=S)N(Cc2ccccc2)c2ccccn2)cccc1[N+](=O)[O-],15,9,-28,1,0.4,-3,-0.2,-4,-16
Cn1c(=O)c(=O)n(C)c2cc(S(=O)(=O)N3CCOc4ccccc43)ccc21,.,3,-16,2,0.2,.,.,-5,0
CN1C(=O)CSc2ccc(NC(=O)N3CCN(c4ccccn4)CC3)cc21,6,-3,-8,1,-0.6,-19,2.6,-7,-8
Cc1cc(C)n(-c2cccc(CN3CCC(CO)(Cc4ccccc4)CC3)c2)n1,4,-9,-11,9,1.9,-21,-0.3,-4,-5

# Fetched one by one from the entries so far, 5 records:
SMILES,D2 antagonist,TRHR PAM,D1 antag,D1 ag,TRHR agonist,D2 PAM,D2 ag,D1 potentiator,RXFP1 antag
Cn1c(=O)c(=O)n(C)c2cc(S(=O)(=O)N3CCOc4ccccc43)ccc21,.,3,-16,2,0.2,.,.,-5,0
O=c1c2cc(NC(=S)NC3CCCC3)ccc2nc2n1CCCCC2,20,4,13,2,-0.1,3,1.2,-5,9
Cc1cc(C)n(-c2cccc(CN3CCC(CO)(Cc4ccccc4)CC3)c2)n1,4,-9,-11,9,1.9,-21,-0.3,-4,-5
CC1CCN(Cc2nnnn2CCCC(=O)N(C)C(C)c2ccccn2)CC1 (stereo not drawn),9,1,10,2,-0.4,6,1.6,0,0
COC(=O)c1cc2occc2n1CC(=O)Nc1ccc(C(C)C)cc1,.,-3,-6,-1,-0.1,0,0.5,-3,2

# Ordered by the number under D2 PAM (low to high): three from the list above.
SMILES | D2 PAM
CCC1=C(OC(=O)N(CC)CC)N2C(=O)OC(=NCC3CC3)[C@]2(C)[C@H]2C1=CC[C@H]1C(=O)NC(=O)[C@H]12 | -13
Cc1c(C(=O)NC(=S)N(Cc2ccccc2)c2ccccn2)cccc1[N+](=O)[O-] | -3
CC1CCN(Cc2nnnn2CCCC(=O)N(C)C(C)c2ccccn2)CC1 (stereo not drawn) | 6

# Following part:
SMILES,D2 antagonist,TRHR PAM,D1 antag,D1 ag,TRHR agonist,D2 PAM,D2 ag,D1 potentiator,RXFP1 antag
N#CC(=C=[N-])c1nc2ccccc2nc1-[n+]1ccccc1,7&16,6&2,7&7,2&2,0.8&0.9,-5&-5,1.1&0.6,-1&-5,5&-5
CCNc1oc(-c2ccc(COc3ccc(Cl)cc3)o2)nc1C#N,.,6,-18,0,0.4,-1,.,2,-17
COc1ccc(S(=O)(=O)N(C)CC(=O)Nc2ccc(C(F)(F)F)cc2)cc1Cl,-3,-3,-18,4,-0.2,9,0.4,-1,-12
S=C(N/N=C/c1ccccc1Cl)Nc1ccccc1,-7,-4,16,0,-0.3,6,0.4,-4,12
CC(c1nccs1)N(C)C(=O)c1cn(Cc2cccc3ccccc23)nn1 (stereo not drawn),17,-2,-3,6,0.5,-23,0.8,-2,-4
N#Cc1ccc(NC(=O)Nc2ccc(Cl)cc2)cc1,14,-7,-41*,31*,3.4,-1,10,-11,-14
COc1ccc(Nc2nc(C)c3ccccc3n2)cc1,-13,5,-2,3,-0.3,11,-2.3,0,7
CCN(CC)CCN1C(=O)C(=O)/C(=C(/O)c2cnn(-c3ccccc3)c2C)C1c1cccs1 (stereo not drawn),-6,0,-1,3,-1.9,4,-0.3,-3,.
O=C1CSC(c2ccccn2)N1c1ccc(Cl)c(Cl)c1 (stereo not drawn),-1,7,6,10,-1.0,13,-0.7,-4,-11
COc1ccc(CC(=O)N[C@@H](CCSC)c2nc3ccccc3[nH]2)cc1,14,-3,-5,3,0.1,-4,4.0,3,-13
CCC1CN(C(=O)Nc2cccc(OC)c2)c2ccccc2O1 (stereo not drawn),.,-1,-9,20,0.0,3,0.5,-3,-24
O=C(NC1CCCCCCC1)c1cc(F)c(F)cc1Cl,-5,1,3,2,-0.4,17,0.5,-1,-7
CC(/C=C/c1ccc(OCc2ccccc2)cc1)=N\O,-3,6,2,1,0.3,-2,-0.1,1,-2
CN1CCC(=NNC(=O)C(=O)NC(C)(C)C)CC1,12,8,-13,0,0.0,-1,0.4,-1,15
C=CCn1c(SCC(=O)O)nc2sc(CC)cc2c1=O,.,-3,-3,3,-0.8,.,.,-3,-26
O=C(N/C(=C/c1cccc([N+](=O)[O-])c1)C(=O)N1CCOCC1)c1ccccc1Br,-1,3,12,2,-0.3,0,-1.3,4,-6
Cc1ccc2c(=O)cc(C(=O)Nc3ccc(S(=O)(=O)N(C)Cc4ccccc4)cc3)oc2c1C,.,4,-18,3,-1.2,13,-1.2,-2,-1
COc1ccc2nc(NC(=O)CSc3nc(C)cc(=O)[nH]3)sc2c1,.,6,15,-3,0.0,14,.,-3,-2
CCN(CC)S(=O)(=O)c1cccc(N=NC2=C(O)CCCC2=O)c1,0,8,-5,-1,-0.4,-3,0.5,-5,-5
CCN(CC)c1ccc(NC(=O)CSc2nc3ccccc3c(=O)[nH]2)cc1,10,3,-2,0,-1.1,-2,0.6,-5,-12
COc1ccccc1CN(C)C(=O)c1ccccc1SCC(=O)N1CCCC1,18,-2,13,11,-0.7,0,-0.3,-3,0
COc1ccc(/C=C/C(=O)NC(CCSC)C(=O)O)cc1 (stereo not drawn),3,2,-4,3,3.0,-2,0.0,-9,-1
COc1cc2ncc3c(-c4ccccc4)nn(-c4ccc(C)cc4)c3c2cc1OC,.,2,1,1,0.1,.,1.7,0,-9
COc1ccccc1CCc1nnc(CCC(=O)NC(C)Cc2cccnc2)o1 (stereo not drawn),-16,0,-3,2,-2.7,4,-4.0,-3,2
CCc1ccc(CNC(=O)C2CCC(=O)N2C2CCCCC2)cc1 (stereo not drawn),-11,-5,-6,0,-0.4,-2,1.2,-4,-14
CC1(C)CC(=O)C(C=Nc2ccc3c(c2)OCO3)=C(O)C1,-5,5,-2,4,-0.1,1,-0.2,-2,-15
O=C(c1ccc2c(c1)OCO2)c1cn(Cc2ccc(Cl)cc2)c2ccc(F)cc2c1=O,.,-16,7,5,0.6,0,-0.6,-1,-11
COCCNc1nnnc2c1sc1nc(N3CCOCC3)c3c(c12)CC(C)(C)OC3,1,5,1,7,0.1,-7,-0.7,3,-23
Cc1ccc(C(C)(O)CS(=O)(=O)Cc2ccccc2)cc1 (stereo not drawn),-2,-6,-1,1,-1.0,-5,-1.0,-2,-9
CCOC(=O)c1c(C)oc2nc(C)nc(NCC3CCN(Cc4ccccc4C)CC3)c12,.,0,-8,0,-0.1,-10,0.0,6,-4

# 3 structures already listed, sorted by SMILES length, ascending.
SMILES,D2 antagonist,TRHR PAM,D1 antag,D1 ag,TRHR agonist,D2 PAM,D2 ag,D1 potentiator,RXFP1 antag
COc1cc2ncc3c(-c4ccccc4)nn(-c4ccc(C)cc4)c3c2cc1OC,.,2,1,1,0.1,.,1.7,0,-9
CCOC(=O)c1c(C)oc2nc(C)nc(NCC3CCN(Cc4ccccc4C)CC3)c12,.,0,-8,0,-0.1,-10,0.0,6,-4
O=C(c1ccc2c(c1)OCO2)c1cn(Cc2ccc(Cl)cc2)c2ccc(F)cc2c1=O,.,-16,7,5,0.6,0,-0.6,-1,-11

# A few values from above:
# Result for COc1ccccc1CCc1nnc(CCC(=O)NC(C)Cc2cccnc2)o1 (stereo not drawn) in TRHR agonist: -2.7
# Result for Cc1ccc2c(=O)cc(C(=O)Nc3ccc(S(=O)(=O)N(C)Cc4ccccc4)cc3)oc2c1C in D1 potentiator: -2

# Continued.
SMILES,D2 antagonist,TRHR PAM,D1 antag,D1 ag,TRHR agonist,D2 PAM,D2 ag,D1 potentiator,RXFP1 antag
COC(=O)c1ccc(NC2=C(Cl)C(=O)OC2OC(=O)c2ccccc2)cc1 (stereo not drawn),5,-4,-28,6,1.6,.,-0.2,-5,-17
CC1(C2CC2)NC(=O)N(CC(=O)N2CCN(c3ccccc3Cl)CC2)C1=O (stereo not drawn),-4,19,-3,10,-0.2,4,0.4,-3,-5
Cc1ccc(-n2cc(CN3CCN(Cc4nccn4C)CC3)c(-c3ccc(F)cc3)n2)cc1,-16,-2,4,2,-0.1,1,1.3,-2,0
N#Cc1c(-n2ncnc2-c2ccccc2Cl)sc2c1CCCCC2,.,-2,-35*,0,-0.6,.,0.4,3,-3
Cc1ccccc1OCC(O)Cn1c(NCc2ccco2)nc2c1c(=O)n(C)c(=O)n2C (stereo not drawn),5,-2,-13,2,-2.9,0,-0.1,-4,-1
CC(/C=N/NC(=O)c1ccccn1)=C\c1ccco1,5,13,15,2,0.2,13,0.0,-2,5
CCN1CCN(CCNC(=O)c2cn(Cc3ccccc3F)nn2)CC1,-5,-3,0,4,0.1,-10,0.7,-2,2
Cc1cccc(NS(=O)(=O)c2cccc(C(=O)N3CCC3)c2)c1,10,2,8,3,0.6,5,-0.4,-4,-2
C#CCOCCOCCOCCNc1nc(N2CCN(C(=O)CCCCCCCCCCNC(=O)[C@@H](CCSC)n3cc(CCO)nn3)CC2)nc(N2CCN(C(=O)CCCCCCCCCCNC(=O)[C@H](CCCN=C(N)N)n3cc(C[C@@H](C)CC)nn3)CC2)n1,-2,-2,-11,5,-0.3,-4,-0.8,-2,.
O=C(O)C1CCCN1c1ncccc1[N+](=O)[O-] (stereo not drawn),-3,0,-5,2,1.2,-1,0.0,-1,1
Cc1cc(C)n(CCc2nc(-c3ccc(F)cc3)cs2)n1,-3,9,-19,5,-0.5,8,0.3,-2,-2

# Compound activity (PubChem BioAssay)
